Bioassay records (PubChem)
TAAR1 antagonist = human TAAR1 antagonism; Q96RJ0; CHO RD-HGA16 TAAR1, Fluo-8 calcium fluorescence, antagonist; inhibition, % at 3 µM; 1.5% of 360,000 active; AID 624466;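 active = inhibition above a per-plate cutoff, the mean inhibition of test compounds on that plate plus 3 SD, cut at about 49% in these data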;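 note: 0% = DMSO plus EC80 beta-PEA response and 100% = DMSO alone without agonist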
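Assay system: RD-HGA16 CHO cells with stable hTAAR1 and Gα16 / Reagent: EC80 β-phenethylamine stimulus / Doses: 3 µM, single point / Timing: dye loading 75 min at 37 °C, then 30 min room temperature / Measured by: Fluo-8 intracellular calcium dye fluorescence, real-time kinetic reads / Controls: vehicle wells and EC80 agonist wells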
CHRM1 antagonist = blocks human M1 muscarinic receptor | P11229 | CHO-K1 hM1, Fluo-8 calcium fluorescence, ACh EC80 antagonist | inhibition, % at 3 µM | 1.3% of 360,000 active;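 active = percent inhibition above its own plate's cutoff, namely the mean of that plate's compound wells plus 3 SD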;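 note: peak over basal fluorescence ratio during 140 s after agonist addition; 0% = ACh EC80 plus DMSO and 100% = DMSO alone without agonist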
Target sequence (P11229 whole entry, looked up): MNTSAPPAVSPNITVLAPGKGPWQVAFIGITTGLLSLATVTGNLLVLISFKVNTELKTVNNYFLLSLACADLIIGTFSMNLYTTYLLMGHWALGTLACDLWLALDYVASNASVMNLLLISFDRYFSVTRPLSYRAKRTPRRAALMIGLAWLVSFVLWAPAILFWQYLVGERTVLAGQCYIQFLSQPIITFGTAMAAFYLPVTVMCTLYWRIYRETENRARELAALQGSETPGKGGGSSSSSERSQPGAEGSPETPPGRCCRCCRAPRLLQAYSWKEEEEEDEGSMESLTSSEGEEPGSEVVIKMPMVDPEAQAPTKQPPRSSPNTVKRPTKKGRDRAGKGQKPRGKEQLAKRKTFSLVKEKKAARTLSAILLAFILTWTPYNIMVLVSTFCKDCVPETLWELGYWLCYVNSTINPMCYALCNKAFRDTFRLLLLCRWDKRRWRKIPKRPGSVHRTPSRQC
TAAR1 ag = human TAAR1 agonism; AID 624467; Q96RJ0; CHO RD-HGA16 TAAR1, Fluo-8 calcium fluorescence; vehicle wells 0%, saturating PEA agonist 100%; 0.99% of 360,000 active; activation, % at 3 µM;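 active = activation above the mean activation of all test compounds in the run plus 3 SD, cut at about 38% in these data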
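Assay system: CHO-derived RD-HGA16 cells with stable Gα16 and human TAAR1; timing: 17-24 h seeding, 75 min 37 °C dye, 30 min RT; read-out: % activation from peak over basal fluorescence ratio, DMSO-to-PEA scaled; measured by: kinetic Fluo-8 calcium fluorescence; benchmarks: low control DMSO, high control PEA (EC100); doses: 3 µM single concentration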
M1 PAM parental = counter-screen for M1 PAMs: effect in parental CHO-K1 cells. ATP EC20, Fluo-8 calcium fluorescence; 0% at ATP EC20, 100% at ATP max. activation, % at 3 µM. 0.02% of 360,000 active. AID 602247;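 active = activation above the run cutoff, the mean activation of all test compounds plus 3 SD, cut at about 40% in these data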;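 note: peak over basal fluorescence ratio in a 140 s read after ATP addition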
OXTR potentiator = human OXTR potentiation; 0.061% of 320,000 active; P30559; CHO-OTR cells, Fluo-8 calcium fluorescence, potentiator mode; 0% = oxytocin EC15, 100% = EC100; activation, % at 3 µM;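 active = activation above that plate's cutoff, the mean activation of tested compounds plus 3 SD, cut at about 6.6% in these data, passing the limit was not always enough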;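 note: 100% uses oxytocin at 75 nM as the full agonist control; some results filed as inactive read as strong as hits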
Target sequence (P30559 whole entry, looked up): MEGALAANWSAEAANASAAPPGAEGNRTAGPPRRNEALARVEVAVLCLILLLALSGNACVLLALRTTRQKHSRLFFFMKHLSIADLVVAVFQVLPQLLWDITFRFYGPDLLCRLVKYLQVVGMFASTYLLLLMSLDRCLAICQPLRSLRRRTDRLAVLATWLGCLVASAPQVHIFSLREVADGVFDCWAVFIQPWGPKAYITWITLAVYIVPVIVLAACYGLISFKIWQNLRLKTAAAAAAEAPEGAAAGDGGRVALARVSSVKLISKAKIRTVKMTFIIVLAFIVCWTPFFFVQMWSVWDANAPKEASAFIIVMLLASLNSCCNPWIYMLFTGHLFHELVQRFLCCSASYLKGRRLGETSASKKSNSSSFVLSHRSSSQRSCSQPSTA
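Replication – single well per compound, singlicate · Assay system – CHO cell line stably expressing human OTR · Timing – 6 min pre-incubation, 100 s read · Measure – normalized max/min fluorescence ratio, % activation · Doses – 3.0 µM, one dose · Detection – Fluo-8 calcium dye fluorescence · Probe or stimulus – oxytocin near EC15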
M1 ag = agonists of human M1 muscarinic receptor. P11229. activation, % at 3 µM. 0.33% of 360,000 active. CHO-K1 hM1, Fluo-8 calcium fluorescence, agonist mode; 0% DMSO, 100% acetylcholine EC100;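 active = activation above the run's mean compound activation plus 3 SD, cut at about 16% in these data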;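 note: peak over basal fluorescence ratio within a 140 s kinetic read after compound addition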
CHO parental Ca = counter-screen: ATP calcium response change in parental CHO cells. parental CHO-K1, ATP-induced calcium, Fluo-8 fluorescence. inhibition, % at 5.6 µM. 0.63% of 330,000 active. AID 463079;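 active = inhibition above that plate's mean sample inhibition plus 3 SD, cut at about 26% in these data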;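 note: 0% = ATP-challenged DMSO wells and 100% = DMSO wells without ATP; some compounds past the cut are filed as inactive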
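material = parental CHO cells | also added = ATP as calcium-mobilizing challenge | dosing = single point at 5.6 µM | detection = intracellular calcium via Fluo-8 no-wash fluorescent dye | read-out = % inhibition | benchmarks = low control ATP plus DMSO, high control DMSO only | repeats = one well per compound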
M1 ag parental = M1 agonist counterscreen hit in parental CHO-K1 cells. activation, % at 3 µM. Fluo-8 calcium fluorescence; scaled to maximal ATP response, vehicle zero. 0.48% of 360,000 active; in the data active = activation above about 15%;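 note: untransfected CHO-K1 host cells lacking M1 receptor as counterscreen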
CHO-K1 Ca antag = M1 antagonist counterscreen hit in parental CHO-K1 cells; inhibition, % at 3 µM; 0.6% of 360,000 active; ATP-induced calcium, Fluo-8 fluorescence; AID 602250;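 active = inhibition above a per-plate cutoff, the plate's mean sample inhibition plus 3 SD, cut at about 24% in these data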;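 note: 0% = DMSO plus EC80 ATP and 100% = DMSO alone without ATP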
Active calls of the source: *; / = no result given.

cpd | canonical_smiles | TAAR1 antagonist | CHRM1 antagonist | TAAR1 ag | M1 PAM parental | OXTR potentiator
1 | O=C(COC(=O)c1cccnc1Cl)NCc1ccc2c(c1)OCO2 | 1 | -2 | 3 | 12 | -4
2 | CC(=O)N(Cc1cc2c(C)cc(C)cc2[nH]c1=O)C1CCCCC1 | -3 | -4 | 18 | 2 | -8
3 | O=C1/C(=N\O)Cc2ccccc21 | 18 | -8 | 7 | 6 | -3
4 | Cn1c(CNC(=O)CCNC(=O)c2ccccc2F)cc(=O)n(C)c1=O | -19 | 1 | 5 | -1 | -5
5 | CN1CCN(C(=O)Cn2c(C(F)(F)F)nc3ccccc32)CC1 | -20 | -23 | 1 | 15 | -5
6 | CCOC(=O)c1cn(C2CC2)c2c(F)c(NCCCN(C)C)c(F)cc2c1=O | -24 | 2 | 1 | -4 | -7
7 | Cc1ccc(C)n1-c1ccc(C(=O)NCC2CCCO2)cc1 (stereo not given) | -4 | 17 | 3 | -4 | -2
8 | Cc1ccc(NCc2nnc(SCC(=O)Nc3cccc(O)c3)n2CC2CCCO2)c(C)c1 (stereo not given) | 7 | -11 | 5 | 1 | -3
9 | CCc1nc(N2CCOCC2)c(C#N)c2c1CCCC2 | 5 | -31 | 7 | 17 | 11
10 | Cc1cccc(-c2noc(CCC(=O)Nc3ccccc3)n2)c1 | 14 | 8 | 19 | -9 | -9
11 | COc1ccc(CCN(C)CCCN2CC(c3ccccc3)CC2=O)cc1OC (stereo not given) | 7 | 19 | 3 | -15 | -7
12 | COc1ccc(CN2C(=O)C(CC(=O)NCCc3ccccn3)CC(C(=O)N(C(C)C)C(C)C)=C2C)cc1 (stereo not given) | -15 | -9 | 13 | 14 | /

cpd | M1 ag | CHO parental Ca | M1 ag parental | CHO-K1 Ca antag
1 | -4 | 0 | 0.2 | -2
2 | 5 | -6 | 0.8 | 11
3 | -4 | -8 | 0.5 | -12
4 | -1 | -15 | 0.0 | -6
5 | -3 | -6 | 0.1 | -4
6 | -5 | -8 | 2.6 | -1
7 | -3 | -2 | -0.3 | 9
8 | -3 | -19 | -0.1 | 4
9 | -5 | -33 | -0.3 | -4
10 | -3 | -13 | 5.2 | 2
11 | -10 | -15 | -0.5 | 21
12 | -5 | / | 0.4 | -11

(more compounds)
cpd | canonical_smiles | TAAR1 antagonist | CHRM1 antagonist | TAAR1 ag | M1 PAM parental | OXTR potentiator
13 | CCOC(=O)C1CCN(C(=O)Cc2ccc(-c3ccccc3)cc2)CC1 | -18 | -4 | -1 | 14 | -10
14 | Cc1cc(C)c(C2=Nn3c(C)nnc3SC2C)cc1C (stereo not given) | -14 | 5 | -2 | 19 | -5
15 | CCCc1cc(NCc2ccccn2)n2c(nc3ccccc32)c1C#N | -6 | 2 | 3 | 13 | -5
16 | Fc1ccc(Oc2ncccn2)c(F)c1 | -4 | -4 | 2 | 18 | -10
17 | Cc1csc(N/N=C\c2cccnc2)n1 | 0 | -5 | 0 | 14 | -16
18 | Cc1ccc(N(C(=O)c2csnn2)C(C(=O)NC2CCCCC2)c2ccncc2)cc1 (stereo not given) | 4 | 0 | 1 | -19 | -4
19 | CCOC(=O)C1=C(O)/C(=C/N(C)C)N=C1C | 4 | -43 | 6 | 26 | -11
20 | COc1ccc(C(=O)Nc2ccc3oc(-c4cccc(F)c4)nc3c2)cc1OC | -4 | -8 | 2 | 1 | -2
21 | CCOC(=O)C1CCCN(C(=O)CNC(=O)c2ccc(Br)o2)C1 (stereo not given) | -23 | -8 | 3 | 13 | -6
22 | Cc1ccc(S(=O)(=O)NC(=O)C2(C)CCN2C(=O)C2(c3ccc(Cl)cc3)CC2)cc1 (stereo not given) | 1 | -16 | 0 | 3 | /
23 | COc1ccc(CC(=O)Nc2ccc(S(=O)(=O)N(C)C)cc2)cc1OC | 4 | 8 | 14 | 22 | -4
24 | CCCCNC(=O)C1(C)CCCCN1C(=O)c1ccc2c(c1)CCO2 (stereo not given) | 13 | -19 | 2 | 16 | /

cpd | M1 ag | CHO parental Ca | M1 ag parental | CHO-K1 Ca antag
13 | 2 | -21 | 6.5 | -6
14 | 0 | 1 | 2.3 | -12
15 | -6 | -24 | 15* | -4
16 | -4 | 2 | 0.0 | -4
17 | -6 | -24 | 17* | 8
18 | -3 | -10 | -0.1 | -7
19 | -1 | -7 | 0.9 | -13
20 | -3 | -9 | 0.5 | 17
21 | 14 | -5 | 0.0 | -3
22 | -2 | / | 0.1 | -7
23 | -2 | -14 | 1.1 | -5
24 | -1 | / | 0.2 | -5

Next records follow:
cpd | canonical_smiles | TAAR1 antagonist | CHRM1 antagonist | TAAR1 ag | M1 PAM parental | OXTR potentiator
25 | NC(=O)NC(CC(=O)NCCCc1ccccc1)c1ccc(Cl)cc1 (stereo not given) | -37 | -14 | 5 | 15 | -4
26 | CC1CCCCC12NC(=O)N(CC(=O)N1CCN(S(=O)(=O)c3cccs3)CC1)C2=O (stereo not given) | -22 | -11 | 0 | 0 | /
27 | CCCCNC(C(=O)Nc1ccc(Cl)c([N+](=O)[O-])c1)c1ccccc1 (stereo not given) | -20 | -13 | 2 | 19 | -4
28 | O=C(CCS(=O)(=O)Cc1ccccc1)Nc1ccc2c(c1)OCCO2 | -13 | -8 | 1 | 13 | -8
29 | Cc1cc(C)cc(OC2CCCCC2NS(=O)(=O)c2ccccc2)c1 (stereo not given) | 2 | -9 | 4 | 16 | -11
30 | Cc1ccc(Cl)c(NC(=O)COC(=O)CNS(=O)(=O)/C=C/c2ccccc2)c1Cl | 18 | 4 | 73* | 7 | -11
31 | Cc1ccc([C@H]2C[C@H](O)[C@@H](n3cc(-c4ccc(F)cc4)nn3)CN2C(=O)c2cccs2)cc1 | 42 | -3 | 4 | 14 | /
32 | NCC(=O)NNC(=O)OCC1c2ccccc2-c2ccccc21 | -10 | -8 | 2 | 14 | -9
33 | O=C(Nc1ccn(CCCN(CCCn2ccc(NC(=O)OCc3ccccc3)nc2=O)CCc2cc3ccccc3[nH]2)c(=O)n1)OCc1ccccc1 | 12 | 7 | 0 | 16 | /
34 | O=C(c1ccco1)N(Cc1ccc2c(c1)OCO2)Cc1cc2cc3c(cc2[nH]c1=O)OCO3 | -15 | -20 | 0 | 13 | -7
35 | CCc1noc(C)c1C(=O)NNC(=O)c1ccccc1F | 8 | -12 | 1 | 21 | 0
36 | Cn1c(=O)c2cc(NC(=O)CCc3cccc(Cl)c3)ccc2n1Cc1cccc(C(F)(F)F)c1 | 3 | 8 | 5 | 19 | /

cpd | M1 ag | CHO parental Ca | M1 ag parental | CHO-K1 Ca antag
25 | -2 | 6 | 0.6 | -16
26 | -5 | / | 7.8 | 1
27 | -6 | -24 | 3.8 | -7
28 | -2 | -26 | 0.3 | -8
29 | -12 | -30 | 5.8 | 0
30 | -8 | 3 | 3.0 | -3
31 | -3 | / | 9.2 | -18
32 | -4 | -12 | 0.2 | -1
33 | -11 | / | 0.8 | -8
34 | -1 | 7 | 0.8 | -10
35 | 0 | 3 | 0.5 | -6
36 | -2 | / | 0.6 | -20

Down the list, as entered above.
Entries 25 to 35 in M1 PAM parental, in turn: 15, 0, 19, 13, 16, 7, 14, 14, 16, 13, 21
Entries 25 to 35 in OXTR potentiator, in turn: -4, /, -4, -8, -11, -11, /, -9, /, -7, 0

(continued)
cpd | canonical_smiles | TAAR1 antagonist | CHRM1 antagonist | TAAR1 ag | M1 PAM parental | OXTR potentiator
37 | COC(=O)[C@@]1(Cc2ccc(OC)cc2)[C@H]2c3cc(C(=O)N4CCCC4)n(Cc4c(CO)[nH]cc(C)c4=O)c3C[C@H]2CN1C(=O)c1ccccc1 | 37 | / | 16 | / | -16
38 | O=C(N/N=C/c1c[nH]c2ccccc12)c1ccc(Br)cc1 | 0 | -5 | 2 | 6 | -7
39 | C=C1C(=O)[C@@]23[C@H](O)C[C@@H]4C(C)(C)CC[C@H](O)[C@@]4(C)[C@@H]2CC[C@@H]1[C@H]3O | -1 | -7 | 11 | 8 | 4
40 | CC1CCCC(C)N1C(=O)COC(=O)c1cc(F)c(F)cc1Cl (stereo not given) | 2 | 28* | 21 | -9 | -2
41 | COc1cc(C(=O)N2CCC3(CC2)NCCc2[nH]cnc23)cc(OC)c1OC | -17 | 12 | 2 | -6 | -8
42 | COc1ccc(NCC(=O)n2c(C)c(C)c3ccccc32)cc1 | -8 | -6 | 3 | 9 | 1
43 | Cn1c(=O)c2[nH]c(NN=Cc3cccc(Br)c3)nc2n(C)c1=O | 40 | -6 | 8 | 4 | /
44 | Oc1ccccc1C=NNC(=S)NC1CC2C=CC1C2 (stereo not given) | 25 | -10 | 9 | 7 | /
45 | CC(=O)N1CCOc2ccc(S(=O)(=O)NCc3ccc(F)cc3)cc21 | 6 | -1 | 0 | 8 | -9
46 | COc1ccc(CCNC(=O)c2cccnc2SC)cc1 | -1 | -15 | 0 | 6 | -3
47 | C[C@H](NC(=O)c1nc[nH]c1C(=O)N(C)Cc1ccccc1)C(=O)OC(C)(C)C | 11 | 1 | 3 | 6 | -4
48 | Cc1c(Br)c(C(=O)NCc2cc3cc(Cl)ccc3[nH]2)nn1C | 3 | -7 | 28 | 16 | 1

cpd | M1 ag | CHO parental Ca | M1 ag parental | CHO-K1 Ca antag
37 | / | 0 | / | /
38 | -2 | -6 | 0.2 | 2
39 | 3 | -6 | 0.5 | 4
40 | -8 | -17 | -0.8 | 18
41 | -5 | 4 | 1.0 | -7
42 | -5 | -6 | 2.4 | -14
43 | -3 | / | 3.6 | -14
44 | 0 | / | 1.3 | -1
45 | -1 | -4 | 2.3 | -9
46 | -5 | -10 | 0.1 | -9
47 | -2 | -17 | -0.5 | -5
48 | -5 | -15 | 0.9 | -11

Entries of single compounds from above:
`COc1ccc(NCC(=O)n2c(C)c(C)c3ccccc32)cc1` is entered as TAAR1 antagonist = -8; CHRM1 antagonist = -6; TAAR1 ag = 3; M1 PAM parental = 9; OXTR potentiator = 1; M1 ag = -5; CHO parental Ca = -6; M1 ag parental = 2.4; CHO-K1 Ca antag = -14
`O=C(N/N=C/c1c[nH]c2ccccc12)c1ccc(Br)cc1` is entered as TAAR1 antagonist = 0; CHRM1 antagonist = -5; TAAR1 ag = 2; M1 PAM parental = 6; OXTR potentiator = -7; M1 ag = -2; CHO parental Ca = -6; M1 ag parental = 0.2; CHO-K1 Ca antag = 2
